Assay outcomes (PubChem BioAssay)
Rtt109 Vps75: inhibitors of C. albicans Rtt109/Vps75 HAT, primary screen, biochemical, ThioGlo CoA-SH fluorescence, plate reader | Histone acetyltransferase RTT109 (Candida albicans (strain SC5314 / ATCC MYA-2876)), … | AID 540336, 2011 | actives 0.16% (n = 330,000) | purified Rtt109/Vps75, 4 h | inhibition, % at 34.9 µM;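 active means inhibition of at least 50% in every replicate; inconclusive means best replicate reaches 50% inhibition but some replicates fall short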
RTF Ca sens act: cardiac RTF calcium sensitivity activators, primary screen, biochemical, IANBD-TnC fluorescence, EC20 calcium; IANBD-labeled TnC RTF fluorescence at EC20 calcium; 0% EC20 calcium, 100% full calcium; activation, % at 7.2 µM; actives 0.24% (n = 340,000);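 active means activation above the mean over all tested compounds plus 3 SD, cut at about 30% in these data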;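 further: rise in fluorescence read as greater calcium sensitivity of cardiac thin filaments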
NSD2 HMT inh: NSD2 histone methyltransferase inhibitors, primary screen, biochemical, AlphaScreen, single concentration, set 2 | NSD2 peptide methylation, 120 min | inhibition, % at 12.5 µM | Histone-lysine N-methyltransferase NSD2 (Homo sapiens), O96028 | actives 0.54% (n = 310,000); in the data active means inhibition above about 50%
SUMO Mot1 rescue: yeast Mot1-301 growth rescue at high temperature, primary screen, SUMOylation pathway inhibitor project, S. cerevisiae, ATP luminescence, 38.5C; S. cerevisiae Mot1-301 growth rescue; percent above DMSO median, 100 means doubled; growth rescue, % at 18.8 µM; actives 1% (n = 320,000); AID 2716, 2010;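 active means every valid replicate shows activation above 250% relative to neutral control wells; inactive means the rest, any valid replicate at or below 250%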;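 further: OY570 slx delta 5 strain wells were the positive control but not used for scaling; some compounds called inactive have numbers as strong as hits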
PfHsp90 set2: growth inhibition of PfHsp90-expressing yeast, primary screen, antimalarial PfHsp90 inhibitor project, S. cerevisiae, BacTiter-Glo luminescence, single point, set 2; BacTiter-Glo ATP, 48 h; yeast lacking PDR1 and PDR3 efflux regulators; inhibition, % at 9.4 µM; actives 0.32% (n = 310,000); AID 504621, 2011;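 active means every replicate shows inhibition above about 80%, whatever the replicate mean, limit read from the data; inconclusive means mean inhibition reaches the set limit but some replicate falls short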;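 further: 0% = DMSO neutral controls and 100% = 20 µM radicicol positive controls; yeast relying on Plasmodium falciparum Hsp90 in place of its own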
Keap1-Nrf2 PPI: Keap1-Nrf2 protein-protein interaction inhibitors, primary screen, biochemical, fluorescence polarization, single point | Kelch-like ECH-associated protein 1 (Homo sapiens), Q14145 | inhibition, % at 9.4 µM | actives 0.15% (n = 340,000) | Keap1 Kelch-Nrf2 peptide fluorescence polarization, 1536-well | AID 504523, 2011; in the data active means inhibition above about 12%; inconclusive means no clear call, values can overlap the other calls; inactive means below about 7.3%;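 further: human Keap1 Kelch domain with fluorescein labeled Nrf2 9mer peptide probe; 0% = neutral control wells and 100% = peptide positive control; higher means more block of Keap1 binding to Nrf2 peptide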
C-LANA FP: inhibitors of KSHV C-LANA binding to DNA, primary screen, biochemical, fluorescence polarization, FAM-LBS DNA, MBP-C-LANA, single point; inhibition, % at 9 µM; AID 504423, 2011; actives 0.078% (n = 340,000);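 active means highest replicate inhibition at or above 60% at 9 µM, even if other replicates fall short; inactive means all replicates below 60% inhibition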;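 further: 0% = neutral control wells and 100% = 4 µM acridine orange control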
PvdQ acylase: P. aeruginosa PvdQ acylase inhibitors, primary screen, biochemical, fluorescence, plate reader and imaging, single point; PvdQ acylase [Pseudomonas aeruginosa LESB58]; purified PvdQ acylase; inhibition, % at 10 µM; actives 0.063% (n = 340,000); AID 488965, 2010; in the data active means inhibition above about 30%, passing the limit was not always enough; inconclusive means no clear call, values can overlap the other calls;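 further: 0% = vehicle neutral wells and 100% = reference inhibitor wells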
CDK5 p35 inh: inhibitors of human CDK5/p35 kinase, primary screen, biochemical, single concentration; actives 0.01% (n = 330,000); inhibition, % at 10 µM; Cyclin-dependent kinase 5 (Homo sapiens) + Cyclin-dependent kinase 5 activator 1 (Homo …; Recombinant CDK5/p35, ADP-Glo luminescence, 60 min;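 active means highest replicate inhibition of at least 50% and at least 75% of replicates reaching 50%; inconclusive means only one of the two criteria met; inactive means both criteria failed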;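 further: plate controls were DMSO neutral control for no effect and GW8510 at 10 µM for full effect; many of its hits are not listed in these tables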
Target sequence (Q00535 whole entry, looked up): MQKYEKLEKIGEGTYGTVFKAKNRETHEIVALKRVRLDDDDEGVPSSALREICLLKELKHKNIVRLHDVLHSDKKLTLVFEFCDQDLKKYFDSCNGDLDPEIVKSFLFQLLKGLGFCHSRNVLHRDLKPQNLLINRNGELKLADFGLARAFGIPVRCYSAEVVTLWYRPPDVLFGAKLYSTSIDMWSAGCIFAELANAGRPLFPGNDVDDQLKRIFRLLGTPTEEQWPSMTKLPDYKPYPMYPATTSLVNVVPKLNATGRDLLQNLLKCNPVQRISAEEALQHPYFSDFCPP
Target sequence (Q15078 whole entry, looked up): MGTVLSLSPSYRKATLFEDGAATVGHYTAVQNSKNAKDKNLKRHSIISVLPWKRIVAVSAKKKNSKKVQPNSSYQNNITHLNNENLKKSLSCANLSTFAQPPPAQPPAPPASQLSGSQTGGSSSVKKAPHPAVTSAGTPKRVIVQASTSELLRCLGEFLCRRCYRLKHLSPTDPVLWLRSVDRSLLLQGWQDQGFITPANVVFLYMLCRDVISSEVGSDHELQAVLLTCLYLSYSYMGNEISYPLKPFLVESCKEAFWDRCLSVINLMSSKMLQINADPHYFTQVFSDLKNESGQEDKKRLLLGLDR
dFosB activator: activators of delta FosB homodimer, primary screen, biochemical, fluorescence polarization, TAMRA-CDK5 oligo, single point; Protein FosB (Mus musculus), P13346; purified delta FosB; percent of positive-control signal above neutral wells; activation, % at 25 µM; actives 0.99% (n = 340,000); AID 493131, 2011;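 active means mean activation above about 17%, with every replicate also reaching it, limit read from the data, passing the limit was not always enough; inconclusive means only one of the two conditions met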;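 further: fluorescence polarization rise as delta FosB binds a TAMRA Cdk5 AP-1 oligo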
Target sequence (P13346 whole entry, looked up): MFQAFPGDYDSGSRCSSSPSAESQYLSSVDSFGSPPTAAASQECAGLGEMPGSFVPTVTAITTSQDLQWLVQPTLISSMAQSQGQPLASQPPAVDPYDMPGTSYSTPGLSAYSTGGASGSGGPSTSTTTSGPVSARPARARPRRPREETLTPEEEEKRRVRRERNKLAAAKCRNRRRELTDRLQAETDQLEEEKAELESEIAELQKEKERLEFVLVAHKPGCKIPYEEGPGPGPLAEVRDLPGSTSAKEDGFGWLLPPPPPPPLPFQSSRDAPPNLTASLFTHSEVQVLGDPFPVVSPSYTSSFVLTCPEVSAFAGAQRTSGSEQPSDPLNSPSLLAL
Cardiac RTF inh: cardiac RTF calcium sensitivity inhibitors, primary screen, biochemical, IANBD-TnC fluorescence, EC70 calcium. Troponin I, cardiac muscle (Homo sapiens) + Troponin T, cardiac muscle (Homo sapiens) + …. IANBD-labeled cardiac RTF, Ca2+ fluorescence. inhibition, % at 7.15 µM. actives 0.12% (n = 340,000);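 active means inhibition above the mean inhibition of all tested compounds plus 3 SD, cut at about 17% in these data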;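 further: assay run at fixed EC70 calcium of 1.6 mM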
* marks the source's active call; other numbers are inactive results; i = inactive; ? = inconclusive; . = no result given.

SMILES	Rtt109 Vps75	RTF Ca sens act	NSD2 HMT inh	SUMO Mot1 rescue	PfHsp90 set2	Keap1-Nrf2 PPI	C-LANA FP	PvdQ acylase	CDK5 p35 inh	dFosB activator	Cardiac RTF inh
Cc1cnc(C(=O)N2CCN(S(=O)(=O)c3cc(C(F)(F)F)cc(C(F)(F)F)c3)CC2)cn1	-5	5	-1	.	10	-6	1.9	-6	-3.3	-11	-5
O=C(/C=C/c1ccc2c(c1)OCO2)Nc1cccnc1	-4	2	-13	20	30	-2	0.0	6	0.5	11	0
N#CC1=C(N)NC(SCC(=O)c2ccccc2)=C(C#N)C12CCCC2	?	4	-2	11	-7	-2	-0.3	2	0.4	-18	-1
O=C(COC(=O)c1cccc(Br)c1)NCCc1ccccc1	-3	-5	-2	36	-2	0	-0.9	-8	-0.4	-2	11
COc1ccc2[nH]c(=O)c(C(c3nnnn3C3CCCCC3)N3CCN(C)CC3)cc2c1 (stereo not given)	.	3	8	-5	.	0	0.8	-12	-0.7	-6	-1
COc1ccc2cc(CO)c3cc(OC)c(OC)cc3c2c1	1	14	.	-22	0	-3	-3.4	-16	-0.8	-8	-5
CNS(=O)(=O)c1ccc(C)cc1	1	4	-3	11	-11	1	0.6	-5	0.3	-4	-16
C=CCNc1nc(-c2c(C)nc3ncccn23)cs1	0	1	-1	-13	-4	-5	-0.2	-16	0.0	-8	-7
O=C(N/N=C/c1ccc(C(=O)O)cc1)C(=O)N1CCCCCC1	-2	-3	7	5	-12	1	0.4	-5	-1.1	4	4
Cn1c2ccccc2c(=O)c2cc(NCCCN3CCOCC3)ccc21	i	-1	.	2	5	1	-3.5	0	-1.7	2	13
O=C(OCC(=O)N(c1ccccc1)C1CCCCC1)c1ccc(CO)cc1	0	-1	1	34	-8	2	2.0	-6	0.4	2	-5
Nc1cc(S(=O)(=O)Nc2cc(Cl)ccc2Cl)ccc1N1CCCC1	-28	-3	14	19	2	-3	-0.2	-8	-0.6	-22	-3
O=C(CSc1nnc(COc2ccccc2)o1)N1CCOCC1	-1	3	-3	295	-29	-5	-1.4	-9	-1.6	-7	-20
O=C(O)CCN1C(=O)/C(=C2\C(=O)N(Cc3ccc(F)cc3)c3ccccc32)SC1=S	11	-7	2	-9	-17	-1	1.4	-6	0.8	3	3
COc1ccc(/C=C/C(=O)OCC(=O)Nc2cccc(Oc3ccccc3)c2)c(OC)c1	-2	-1	0	112	-3	-1	-1.1	3	-1.2	-6	-13
CCC(=O)N1CCc2cc(-c3csc(NC(=O)c4ccco4)n3)ccc21	4	-8	-2	23	-16	2	3.6	-4	-0.1	2	-2
CCCc1[nH]nc2c1C(c1ccc(OC)c(Cn3nc(C)c(Br)c3C)c1)C(C#N)=C(N)O2 (stereo not given)	15	-3	.	-2	.	-4	1.3	-11	1.1	-13	-46
CCOc1ccc2nc(NC(=O)C3CCN(S(=O)(=O)c4cnc[nH]4)CC3)sc2c1	14	-5	.	-18	5	-4	-0.8	-7	1.9	-2	-7
O=C(Nc1ccccn1)c1cc2cc([N+](=O)[O-])ccc2s1	-5	-1	4	175	-6	1	-0.3	-6	-2.1	?	-3
COc1cc(O)c(C(CC(=O)N2CCCCC2)c2cc(OC)c(OC)c(OC)c2)c(OC)c1 (stereo not given)	2	13	.	75	9	-5	-0.1	-1	-0.1	-1	8
Cc1ccc(-n2c(=O)[nH]c3c(oc4ccccc43)c2=O)cc1	-2	-2	-4	41	-31	-5	1.3	-1	-2.4	-1	-1
COc1ccc(CCC(=O)NNC(=O)Nc2ccc(C(C)C)cc2)cc1	-7	-2	-2	-20	-2	-1	1.1	6	-0.9	-1	-3
Cc1cc2oc(=O)cc(-c3ccccc3)c2c(C)c1-c1ccc(F)c(Cl)c1	0	-4	.	.	-39	-1	0.3	-14	-1.3	-6	-4
CCN(CC)S(=O)(=O)c1ccc(C)c(NC(=O)COC(=O)C=C(C)C)c1	-9	4	.	298	-3	-1	8.2	1	-1.8	-3	2
O=C1/C(=C\c2ccc3ccccc3c2)CCCc2ccccc21	-6	-2	0	-11	5	-3	0.0	-15	0.7	-3	3
O=C(NCc1ccccc1)C1=C[C@H](c2coc3ccccc3c2=O)C[C@H](OCCCCO)O1	0	-8	.	12	-5	-6	-2.6	4	-0.2	5	3
COc1ccc(NC(=O)CC(NCCc2ccccc2)C(=O)O)c(OC)c1 (stereo not given)	0	3	2	-21	-17	-5	0.0	-2	2.3	-3	-1
O=C(NC1CCCC1)c1cc(-c2ccc(F)cc2)on1	-14	-1	-3	4	-20	1	-0.1	-8	0.6	-5	-10
COC(=O)CCS(=O)(=O)c1ccc(NC(C)=O)cc1	-4	-7	1	21	-18	0	0.6	0	-0.6	3	-2
NCCNc1ccc(C(=O)N2c3ccccc3Sc3ccccc32)cc1[N+](=O)[O-]	14	2	.	-13	11	-10	-0.8	2	-0.3	54*	0
COC(=O)c1c(NC(=O)COC(=O)CCS(=O)(=O)c2ccc(C)cc2)sc(C)c1C	1	-1	1	-9	-21	0	-0.8	3	-0.2	2	6
CC1=NN(c2ccccc2)C(=O)/C1=C/c1cc(C)n(C2CC2)c1C	-16	-1	1	-14	-7	-2	-1.5	14	2.4	-2	-8
C=CCNC(=O)COC(=O)CNC(=O)c1cc(Cl)cc([N+](=O)[O-])c1	14	6	-3	-11	0	-6	0.8	6	1.1	-11	-16
COc1ccc(Cc2noc(CN3CCCN(C4Cc5ccccc5C4)CC3)n2)cc1OC	-11	4	-1	4	1	-2	0.7	-19	-1.9	-8	-1
O=C(Nc1ccccc1)C1CCN(C(=O)c2ccc([N+](=O)[O-])cc2)CC1	-12	-2	-1	16	-24	0	-1.9	-17	0.1	4	6
CN(C)S(=O)(=O)c1ccc(NC(=O)COC(=O)C2CC3CCCC(C2)C3=O)cc1 (stereo not given)	-5	4	0	-13	22	-2	3.1	-17	0.6	-3	-6
CCOc1ccc(S(=O)(=O)n2cc(-c3ccccc3)c(N)n2)cc1	7	0	-4	-19	-12	-8	-1.0	-11	0.0	-3	-3
O=C(CCl)N1N=C(c2cccs2)CC1c1ccco1 (stereo not given)	0	0	8	132	-16	-6	0.2	5	2.7	1	-1
Cc1ccc(NC(=O)CN2C(=O)NC(C)(C3CC3)C2=O)c([N+](=O)[O-])c1 (stereo not given)	-1	-2	26	-9	-2	5	0.9	-8	-0.3	-5	-12
Cc1ccc(S(=O)(=O)N(Cc2ccccc2)c2ccccc2C(=O)NCc2ccco2)cc1	3	-2	-2	-13	.	3	15	-5	-3.2	-11	-8
CCCCCC1CC(CC(=O)NC(=S)Nc2ccc([N+](=O)[O-])cc2)C(=O)O1 (stereo not given)	14	-2	-4	0	-10	0	0.2	9	-0.7	8	-1
NC(=O)C1CCN(c2cc(Cl)ccc2[N+](=O)[O-])CC1	-10	11	-2	-7	-13	-4	-1.2	-9	1.8	4	-3
Cc1snc(S(=O)(=O)/C(C#N)=N\Nc2ccccc2)c1C#N	0	4	11	217	-9	-1	1.2	-2	-2.2	-2	-17
CC(C)n1c(CNC(=O)c2ccccc2)nc2ccccc21	-8	8	.	96	.	-3	-0.8	-7	-1.6	-3	-3
COc1ccc(Cn2c(CCC(=O)Nc3ccc(C)c(C)c3)nc3cccnc32)cc1	-5	-1	26	132	.	2	-0.3	6	-0.2	18*	-13
CCCC(=O)Nc1sc2c(c1C#N)CCCC2	-8	7	-1	-16	1	-1	-1.6	-19	1.3	-3	-8
O=c1c2cc(-c3ccccc3)sc2ncn1-n1cccc1	-2	-5	.	-4	2	1	2.3	-5	0.2	0	-14
Cc1cccc(NC(=O)c2ccc(S(=O)(=O)N3CCN(C)CC3)cc2)c1C	3	5	-1	31	-53	-3	1.2	-12	-0.5	2	-5
Cc1c(CCO)c(=O)n(C)n1C(=O)c1ccc(F)cc1	-31	3	-2	2	-9	-2	0.0	-14	-1.6	4	-2
CCOC(=O)CC(=O)CSc1nc2c(sc(=S)n2-c2ccc(OCC)cc2)c(=O)[nH]1	9	-2	0	4	26	3	0.5	-2	-1.2	-8	-3
Cc1cccc(OCC(=O)Nc2nc(-c3ccncc3)cs2)c1	4	1	-1	2	-9	-2	0.9	-15	-1.8	-14	0
CCOc1cc(/C=C/C(=O)c2ccc(O)cc2)ccc1OCC(=O)N(C)C	-13	-5	4	-18	-1	0	-2.6	1	0.2	0	-3
COc1ccc(OC)c(NC(=O)CCN2CCN(c3ccccc3)CC2)c1	3	-6	6	7	25	0	-0.5	0	-1.5	-3	-7
O=C1CC(c2ccccc2)Sc2nc(-c3ccccc3)c(-c3ccccc3)n21 (stereo not given)	-8	9	-2	54	3	-1	-0.6	-11	-2.6	-2	-1
O=C(Cn1c(=O)sc2ccccc21)N1CCOCC1	-2	3	-1	19	-10	2	2.1	-4	-2.0	-1	0
CC(OC(=O)CCc1nc2ccccc2[nH]c1=O)C(=O)c1ccccc1 (stereo not given)	3	0	0	-1	16	0	0.9	-10	-1.1	-6	-4
CC(NS(=O)(=O)/C=C/c1ccccc1)c1ccccc1 (stereo not given)	0	0	-3	-8	-11	-3	0.4	-21	-1.1	-6	-5
CCOc1ccc(NC(=O)NNC(=O)COc2ccc3ccccc3c2)cc1	-6	4	-1	-12	1	-6	-0.6	-15	-2.0	-2	-7
CCOc1ccc(OCCCC(=O)Nc2nc3ccccc3[nH]2)cc1	7	0	4	-16	-8	-6	2.7	-16	-0.5	0	8
CCC(=O)Nc1ccc(/C(C)=N/NC(=O)c2c(Br)c(C)nn2C)cc1	6	-5	1	14	9	-2	-0.6	9	2.7	-3	4
